# Assay outcomes as filed in PubChem.
# PglD DTNB: C. jejuni PglD acetyltransferase inhibitors, primary screen, biochemical, DTNB colorimetric, single point | UDP-N-acetylbacillosamine N-acetyltransferase PglD (Campylobacter jejuni) | purified PglD enzyme, DTNB colorimetric CoA detection | inhibition, % at 12.5 µM | hit rate 0.098% among 360,000 | AID 602405, 2012; in the data active means inhibition above about 16%, passing the limit was not always enough; further: strong numbers were not always called active
# Starred values were filed as active, the others as inactive. Some of the compounds tested. The share of hits here may be higher or lower than overall.
PglD DTNB,SMILES
1,O=C(C1=C(O)C(=O)N(CCOCCO)C1c1cccs1)c1cccs1 (stereo unspecified)
-2,O=C(Nc1ncc2c(n1)-c1ccccc1CC2)c1ccc(Cl)cc1
4,Cc1ccccc1Cn1nc(C)c(NC(=O)c2noc3c2CCCC3)c1C
15,Cc1nc2ncnn2c(C)c1Cc1c(Cl)cccc1Cl
-9,CN(C(=O)c1ccc(S(=O)(=O)c2cccc(Cl)c2)c([N+](=O)[O-])c1)C1CCCCC1
5,COc1ccc(C(=O)c2coc(-c3ccccc3C(=O)O)c2C(=O)O)cc1
-1,COc1ccc(Cl)cc1N1C(=O)[C@@H]2C(c3cccc(OC)c3OC)=NO[C@@H]2C1=O
2,COc1cccc(Cn2cccc(NC(=O)NC3CCCCC3)c2=O)c1
-8,CCCCCC(=O)NNC(=S)NC(=O)c1cccc([N+](=O)[O-])c1
5,CN(C)c1ccc(C(CNS(=O)(=O)c2ccc(F)cc2)c2c[nH]c3ccccc23)cc1 (stereo unspecified)
1,Cc1cc([N+](=O)[O-])nn1CCCC(=O)NCc1ccccc1
7,CCN(CC)C(=O)CN(c1ccc(C)cc1)S(=O)(=O)c1ccc(SC)cc1
1,O=C1Cc2ccccc2N1c1ccccc1
5,COc1cc(CNn2nnnc2N)cc(Br)c1OCC(=O)NC(C)(C)C
0,Cc1ccc(C(NC(=O)/C=C\c2ccc3c(c2)OCO3)C(=O)Nc2ccc3c(c2)OCO3)cc1 (stereo unspecified)
1,Cc1ccccc1NC(=O)c1cc(S(=O)(=O)c2ccccc2)ccc1Cl
5,CC1CCCCN1CCn1c(=S)[nH]c2ncccc2c1=O (stereo unspecified)
-1,CCC(C)c1ccc(NC(=S)Nc2ccc(OC)cc2C)cc1 (stereo unspecified)
-2,O=C(NCCCn1ccnc1)C(=O)NCC1OCCCN1S(=O)(=O)c1ccccc1 (stereo unspecified)
0,O=C(CNC(=O)c1ccc(S(=O)(=O)N2CCCC2)cc1)N/N=C/c1ccccc1Cl
-4,CC1CN(c2nc3c(c(=O)n(Cc4ccc(Cl)c(Cl)c4)c(=O)n3C)n2C)CC(C)O1 (stereo unspecified)
-1,Cc1ccc(Nc2nc(N)nc(CN3CCCCCC3)n2)c(C)c1
5,CC1CC2(CCCCC2)Nc2c1ccc1ccccc21 (stereo unspecified)
5,CC1CCCCN1Cc1c(C#N)c2ccccc2n1C (stereo unspecified)
-5,COCCNC(=O)Cn1c(=O)n(Cc2ccco2)c(=O)c2ccccc21
-6,CCOC(=O)c1cnc2c(C(=O)OC)cccc2c1NCc1ccco1
1,Cc1sc(NC(=O)Cc2ccc3c(c2)OCO3)nc1-c1ccc2c(c1)CCN2C(=O)c1ccccc1F
11,CCCCOc1cccc(C(=O)NC(=S)Nc2cccc(C(F)(F)F)c2)c1
0,CC(=O)N1CCC2(CC1)C(C#N)=C(N)Oc1n[nH]c(C)c12
0,Cc1ccc2nc(SC(C)C(=O)Nc3cccc([N+](=O)[O-])c3)[nH]c2c1 (stereo unspecified)
-2,Cc1ccccc1C(=O)N/C(=C/c1ccc(-c2cccnc2Cl)o1)C(=O)NCCCN1CCN(C)CC1
-2,CCOC(=O)Cn1nnnc1C(CC)N(Cc1ccccc1)Cc1cc2cc(C)ccc2[nH]c1=O (stereo unspecified)
4,CCCCCCNC(=O)c1c(O)c2ccccc2[nH]c1=O
1,COc1ccc(CCN2CC(O)=C(c3nc4ccccc4c(=O)[nH]3)C2=N)cc1OC
-4,COCCn1cnnc1SCC(=O)c1ccc(S(=O)(=O)N2CCCC2)cc1
-2,COc1ccc(N=C(C)C2=C(O)COC2=O)cc1
-4,Cc1ccc(-c2nc3ccccc3c(=O)n2CCN2CCOCC2)cc1
-1,CC(C)NC(=O)c1ccc(-c2ccc(Cl)c(C(F)(F)F)c2)o1
-4,CCCn1c(=O)[nH]c(=O)c2c1nc(-c1ccccc1)n2CCN1CCOCC1
1,CN1CCCc2cc3c(C(F)(F)F)cc(=O)oc3nc21
2,O=C(N/N=C/c1ccc([N+](=O)[O-])o1)c1cc(-c2cccc(Br)c2)nc2ccccc12
3,CC(C)(C)c1ccc(C(=O)Nc2ccc(C=C(C#N)C#N)cc2)cc1
-9,O=C(NC1CCCCC1)c1cc(Cl)ccc1[N+](=O)[O-]
5,CCCNC1=C(C)C(=O)CC1
9,COc1cc(/C=c2\sc3nc(=O)c(-c4ccccc4)nn3c2=O)ccc1OCCC(C)C
-9,Cc1cc(NC(=O)CCC(=O)N(CC2CCCO2)C(C(=O)NC2CCCC2)c2ccccc2C)no1 (stereo unspecified)
-5,O=C(Cc1ccc(Br)cc1)Nc1ccccc1Cl
-6,COc1ccc(Nc2ccc(S(=O)(=O)N3CCCCCC3)cc2[N+](=O)[O-])cc1
0,CCOC(=O)N1CCN(C(=O)C2c3cc(OC)c(OC)cc3C(=O)N3CCc4ccccc4C23)CC1 (stereo unspecified)
7,Cc1ccc(CN(C#N)c2nc(C)cc(C)n2)cc1
11,CCC(C)Nc1nc(OC)nc(N(C)C#N)n1 (stereo unspecified)
0,COC(=O)c1c(C)[nH]c(C(=O)CSc2nnnn2-c2ccccc2)c1C
8,Cc1ccc(F)cc1NCC(=O)Nc1ccc(Cl)cc1F
11,O=C(Nc1ccccc1-c1ccccc1)c1ccc(NC(=O)c2ccco2)cc1
1,O=C1OCC2=C1C(c1ccc3c(c1)OCO3)Sc1ccccc1N2 (stereo unspecified)
-1,O/N=C/c1cc(Br)ccc1OCc1cccc(F)c1
2,COc1cc(CN2CCCC(C(=O)c3ccccc3SC)C2)cc(OC)c1 (stereo unspecified)
-2,CC1CCc2c(sc3ncnc(N4CCOCC4)c23)C1 (stereo unspecified)
1,COC(=O)Cc1cn(-c2ncc(C(F)(F)F)cc2Cl)c2ccccc12
2,Cc1ccc(C(=O)OCC(=O)Nc2sc3c(c2C#N)CCC3)cc1

# (more compounds)
PglD DTNB,SMILES
-4,NC(=O)C(=O)NN=C1CCC(c2ccccc2)CC1 (stereo unspecified)
-1,CCC(C)c1ccc(NC(=S)Nc2ccc(OC)cc2)cc1 (stereo unspecified)
1,COCCCNC(=O)CCCn1c(=O)[nH]c2ccccc2c1=O
0,O=C(COc1ccc(N2CC(C(=O)O)CC2=O)cc1)Nc1cccc(C(F)(F)F)c1 (stereo unspecified)
1,CN(/N=C/c1ccncc1)C1=NS(=O)(=O)c2ccccc21
-3,COC(=O)c1ccccc1NC(=O)CC#N
5,Cn1c(NC(=O)/C=C/c2ccc(Cl)c(Cl)c2)cc(=O)n(C)c1=O
0,COC(=O)N/N=C/c1cn(CC(C)COc2ccccc2)c2ccccc12 (stereo unspecified)
-4,Cc1nnc(SCC(=O)N2CCCCC2)n1CC1CCCO1 (stereo unspecified)
7,Cn1c(SCc2ccccc2F)nnc1-c1cnccn1
-1,CCOC(=O)c1cc(NC(=O)c2cc(C)on2)cc(C(=O)OCC)c1
-2,COc1cccc(Cn2c(NCC(C)C)nc3c2c(=O)n(C)c(=O)n3C)c1
7,CCOC(=O)c1cnc2ccc(C)cc2c1Sc1ccc(F)cc1
5,COc1ccc(C(=O)NNC(=O)c2cc3cc([N+](=O)[O-])ccc3oc2=O)cc1OC
0,O=C(NCCO)c1cc2ccccc2c(=O)s1
7,C/C(=N\NC(=O)Cc1cccn1C)c1ccc2ccccc2c1
-4,CCOC(=O)N1CCC(NS(=O)(=O)c2ccc3c(c2)OCC(=O)N3)CC1
-2,COCCCNC(=O)CN(c1ccc(OC)cc1)S(=O)(=O)c1ccc(NC(C)=O)cc1
3,COc1cc(C2c3c(n[nH]c3C)C(=O)N2c2ccc(Br)cc2)ccc1O (stereo unspecified)
4,O=C(C/C(=N/O)c1ccccc1O)C(F)F
-9,COc1ccc(NC(=S)Nc2ccc(F)cc2)c(OC)c1
1,Cc1cc(C(=O)COc2ccc(-c3nnco3)cc2)c(C)n1Cc1ccccc1
5,CCOc1cc(/C=N\O)cc(Cl)c1OCC
2,O=C(COC(=O)Cc1ccc(S(=O)(=O)N2CCOCC2)s1)Nc1ccc2c(c1)OCO2
7,O=C(O)CCC(=O)c1ccc2c(c1)OCCCO2
-9,Cc1nc2ccccc2c2oc(C(=O)NCC3CCCO3)cc12 (stereo unspecified)
-3,CNCCCC1Sc2ccccc2Oc2ccccc21 (stereo unspecified)
-8,CCCNC(=O)C(NS(=O)(=O)c1cccc2nsnc12)c1ccccc1 (stereo unspecified)
6,O=S(=O)(c1ccccc1)N1CCN(c2nnnn2-c2ccccc2)CC1
-1,Cc1nc2sc(C(c3ccc(F)cc3)N3CCN(C(=O)c4ccco4)CC3)c(O)n2n1 (stereo unspecified)
3,CCn1c(=O)[nH]c(=O)c2c(N)c(C(=O)c3ccccc3OC)sc21
12,ClCc1csc(-c2ccc(Cl)cc2)n1
-7,CN(C)c1ccc(NS(=O)(=O)c2cccc(Cl)c2)cc1
-1,Cc1cccc(C(=O)N2c3ccccc3C(=O)OC2c2ccc3c(c2)OCO3)c1 (stereo unspecified)
8,CC(C)[C@H](NS(=O)(=O)c1ccc2c(c1)OCCO2)C(=O)OCC(=O)Nc1ccccc1
1,O=C(CSc1ccc2c(c1)OCCO2)Nc1ccc(Cl)cn1
-1,CCCCCNC(=O)c1ccc2c(=O)n(CC3CCCO3)c(=O)[nH]c2c1 (stereo unspecified)
5,Cc1cc(NS(=O)(=O)c2ccc(NC(=S)NC(=O)c3ccc(F)cc3)cc2)no1
-2,CCN(CC)C(=O)CSc1nc(-c2cccs2)cc(-c2cccs2)c1C#N
1,COCCN(CC(=O)NCc1ccc(F)cc1)C(=O)CCC(=O)Nc1ccccn1
-14,CCOc1ccc(C(=O)/C=C/Nc2ccc(S(=O)(=O)Nc3onc(C)c3C)cc2)cc1
-2,COC(=O)N/N=C/c1cc(Cl)cc(Cl)c1OCc1ccc(F)cc1
-1,Cc1cc(C)nc(NC(=O)CCC2CCCC2)c1
-5,CCn1c(O)c(C=NCCN2CCOCC2)sc1=S
-1,CCOC(=O)C(C)Sc1snnc1C (stereo unspecified)
3,CCOC(=O)C1=C(C)N(C)C(C)=C(C(=O)OCC)C1c1ccc(C(=O)OC)cc1
6,COc1ccc(C(c2nnnn2C2CCCC2)N2CCN(c3ccccc3)CC2)cc1 (stereo unspecified)
4,O=C(CCN1C(=O)C2C3C=CC(C3)C2C1=O)Nc1ccc(F)cc1 (stereo unspecified)
-8,COc1nc(Nc2cccc(C(F)(F)F)c2)nc(OC)n1
-5,CN(C)C(=O)Cn1c(SCC(=O)Nc2ccc3c(c2)OCO3)nc2ccccc21
-4,O=C(NC(Cc1ccccc1)C(=O)O)/C(=C\c1ccco1)NC(=O)c1ccccc1 (stereo unspecified)
8,COc1nc(NCC(C)C)nc(Oc2ccc(OCc3ccccc3)nn2)n1
-2,c1cnc2c(OCc3cn4cccnc4n3)cccc2c1
2,CCOC(=O)c1sc(NC(=O)Nc2ccccc2Cl)cc1C
-3,COc1cc(NC(=O)CN(C)S(=O)(=O)c2ccc(C)cc2)cc(OC)c1
0,O=C(CC12CC3CC(CC(C3)C1)C2)N1CCCOC1
6,CC(=O)NS(=O)(=O)c1ccc(NC(=O)C2c3ccccc3Oc3ccccc32)cc1
1,COc1ccccc1NC(=O)c1cn(C)c(=O)c2cc(OC)c(OC)cc12
-6,CC(=O)Cc1nsc(NC(=O)c2csc3c2CCCC3)n1
4,CCOC(=O)Cn1c(C)nc2ccccc21

# Quoted at random: 2 entries already listed
PglD DTNB,SMILES
2,CCOC(=O)c1sc(NC(=O)Nc2ccccc2Cl)cc1C
-4,O=C(NC(Cc1ccccc1)C(=O)O)/C(=C\c1ccco1)NC(=O)c1ccccc1 (stereo unspecified)

# The list continues.
PglD DTNB,SMILES
8,CCS(=O)(=O)c1nc2ccccc2n1CC(=O)N1CCOCC1
4,O=C(Nc1ncc(Cc2cccc(Cl)c2)s1)C1CCCO1 (stereo unspecified)
6,COc1cc2c(cc1OC)CN(Cc1nc3ccsc3c(=O)[nH]1)CC2
9,Cc1ccc(-c2noc(-c3ccccc3C(=O)N3CCN(C)CC3)n2)cc1
0,O=C(NCCCNC(=O)c1ccco1)c1ccco1
6,CCCCCNC1=CC(=O)CC(c2ccccc2)C1 (stereo unspecified)
4,CN(C1CCCCC1)S(=O)(=O)c1ccc(NC(=O)c2ccco2)cc1
4,CCc1ccc(Nc2ncc3c(n2)CC(c2ccco2)CC3=O)cc1 (stereo unspecified)
1,Cc1nn(C)cc1CNC(=O)COc1ccc(Cl)cc1Cl
8,COc1ccc(CCNc2oc(Cc3cccc4ccccc34)nc2C#N)cc1OC
-1,CCOc1cc(C2CC(=O)Nc3cc(C)c(C)cc32)ccc1O (stereo unspecified)
-7,CCN(CC)C(=O)CSc1nc(N)c2c3c(sc2n1)CC(C)CC3 (stereo unspecified)
-4,C=CCOc1ccc(/C(O)=C2/C(=O)C(=O)N(CCCN3CCOCC3)C2c2ccccc2)cc1 (stereo unspecified)

# Among those listed so far, these contain an NH in an aromatic ring.
PglD DTNB,SMILES
5,CN(C)c1ccc(C(CNS(=O)(=O)c2ccc(F)cc2)c2c[nH]c3ccccc23)cc1 (stereo unspecified)
5,CC1CCCCN1CCn1c(=S)[nH]c2ncccc2c1=O (stereo unspecified)
0,CC(=O)N1CCC2(CC1)C(C#N)=C(N)Oc1n[nH]c(C)c12
0,Cc1ccc2nc(SC(C)C(=O)Nc3cccc([N+](=O)[O-])c3)[nH]c2c1 (stereo unspecified)
-2,CCOC(=O)Cn1nnnc1C(CC)N(Cc1ccccc1)Cc1cc2cc(C)ccc2[nH]c1=O (stereo unspecified)
4,CCCCCCNC(=O)c1c(O)c2ccccc2[nH]c1=O
1,COc1ccc(CCN2CC(O)=C(c3nc4ccccc4c(=O)[nH]3)C2=N)cc1OC
-4,CCCn1c(=O)[nH]c(=O)c2c1nc(-c1ccccc1)n2CCN1CCOCC1
0,COC(=O)c1c(C)[nH]c(C(=O)CSc2nnnn2-c2ccccc2)c1C
1,COCCCNC(=O)CCCn1c(=O)[nH]c2ccccc2c1=O
3,COc1cc(C2c3c(n[nH]c3C)C(=O)N2c2ccc(Br)cc2)ccc1O (stereo unspecified)
3,CCn1c(=O)[nH]c(=O)c2c(N)c(C(=O)c3ccccc3OC)sc21
-1,CCCCCNC(=O)c1ccc2c(=O)n(CC3CCCO3)c(=O)[nH]c2c1 (stereo unspecified)
6,COc1cc2c(cc1OC)CN(Cc1nc3ccsc3c(=O)[nH]1)CC2
